Screening results deposited in PubChem BioAssay by National Center for Advancing Translational Sciences (NCATS).
GALK inh: galactokinase (human) inhibition. Potency, µM (series often up to 57.5 µM), for the others: top-dose activity change, negative = inhibition, hits mostly inhibitors. Purified GALK, Kinase-Glo residual ATP luminescence. 0.007% of 270,000 active. P51570; also: potency is read from the fitted curve at half-maximal effect
Target sequence (P51570 whole entry, looked up): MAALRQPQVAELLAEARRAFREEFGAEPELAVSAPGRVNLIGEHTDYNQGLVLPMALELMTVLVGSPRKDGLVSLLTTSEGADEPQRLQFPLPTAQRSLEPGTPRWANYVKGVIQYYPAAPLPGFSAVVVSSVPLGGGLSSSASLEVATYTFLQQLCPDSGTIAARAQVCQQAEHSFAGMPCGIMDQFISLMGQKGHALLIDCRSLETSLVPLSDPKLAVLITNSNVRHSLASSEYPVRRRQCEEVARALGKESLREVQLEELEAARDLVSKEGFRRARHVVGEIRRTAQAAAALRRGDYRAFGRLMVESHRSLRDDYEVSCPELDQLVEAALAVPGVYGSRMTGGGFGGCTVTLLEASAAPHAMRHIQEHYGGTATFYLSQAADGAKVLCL
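Compounds were pin-transferred into ATP buffer (35 uM final), then GALK plus galactose (5 nM, 100 uM final) was added. After 1 h at room temperature, Kinase-Glo Plus was added and luminescence read after 10 min.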
USP2a inh: inhibitors of human ubiquitin-specific protease USP2a; O75604; USP2 core, Ub-CHOP2 coupled fluorogenic reporter, 485/531; Potency, µM (doses to about 38.3 µM), without a hit: top-dose activity change, negative = inhibition, most hits filed as inhibitors; 0.01% of 330,000 active; AID 463254;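 also: potency is read from the fitted curve at half-maximal effect; plate controls were DMSO wells for no effect and full inhibition by NEM control for full effect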
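Deubiquitinase activity read as fluorescence (485/531 nm) after Ub-CHOP2 cleavage activates the enterokinase reporter on its substrate; USP2 core 10nM, Ub-CHOP2 and substrate 25nM each, 30min compound preincubation then 60min RT; data normalized to NEM, curves fitted.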
Chronic BCR inh: chronic active BCR signaling inhibition | Potency, µM (titrated, usually from 46.1 µM), inactives show at the top dose ratio change, negative = lower green/red ratio, hits mostly inhibitors | 0.05% of 340,000 active | AID 493014 | ABC-DLBCL IkBa-CBG/CBR reporter, luminescence ratio, 4 h; active = well fitted inhibition curve with a large enough effect in the signal ratio, with a control signal flat, not every such curve was filed as active; inconclusive = small, poorly fitted or top-dose-only effect, or effect the other way, or a change in a side signal; the % refers to the signal ratio;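 also: potency is read from the fitted curve at half-maximal effect; plate controls were basal doxycycline-induced cells for no effect and cells given 10 µM MG132 for full effect; MG132 reads +100%, hits lower the ratio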
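TMD8 human ABC-DLBCL cells with doxycycline-inducible IκBα–green luciferase fusion and unfused red luciferase, in 0.5% FBS medium; compounds up to 46 uM, 4 h at 37C. Green/red luminescence ratio, filter-overlap corrected, fitted to concentration-response curves.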
Eya2 inh: inhibitors of human Eya2 phosphatase activity. recombinant Eya2, OMFP fluorescence dephosphorylation (OMFP is methylfluorescein phosphate). Potency, µM (series often up to 76.9 µM), inactives show at the top dose activity, negative = inhibition, actives largely listed as inhibitors. 0.006% of 330,000 active; also: potency is read from the fitted curve at half-maximal effect
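Eya2 protein (added as 0.2 uM solution) was preincubated with compound for 10 min at ambient temperature in 50 mM HEPES pH 7.5, 50 mM NaCl, 5 uM MgCl2, 0.05% BSA, 1 mM DTT. OMFP (added at 50 uM) then reacted 10 min; fluorescence read at 485/525 nm.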
FBPA coupling cs: coupling enzyme interference in Giardia aldolase counter-screen | AID 2472 | activity change, negative = inhibition, % at 58.2 µM, hits read low | 0.67% of 290,000 active | coupling enzyme system counterscreen, AmpLite Red fluorescence; in the data active = activity change below about -30%
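Counterscreen of the coupled detection system alone, without aldolase: glyceraldehyde-3-phosphate coupling enzymes plus AmpLite Red readout. Compounds at 57.5 uM final, 10 min RT preincubation, 20 min RT reaction, fluorescence 525/598 nm.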
Giardia killer: kills Giardia lamblia; Giardia lamblia trophozoite viability; activity change, % at 7.66 µM, hits read low; 0.15% of 340,000 active; in the data active = activity change below about -80%; inconclusive = between about -30% and that limit;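 also: parasites exposed to compound for two days anaerobically before the ATP read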
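Trophozoites 100 cells/well + cpd; 48 hrs, 37 deg C, anaerobic. ATPLite 1-Step added, 15-30 min RT, luminescence read (ATP-based viability).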
B2AR arrestin: recruits beta-arrestin to the human beta2-adrenergic receptor; Potency, µM (top dose mostly 46.1 µM), without a hit: top-dose activation, most hits filed as activators; P07550; 0.02% of 330,000 active; AID 492947; beta-arrestin recruitment to beta2AR, cell-based reporter;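 also: potency is read from the fitted curve at half-maximal effect; 0% = DMSO controls and full agonism = EC100 isoproterenol or metaproterenol; nearly all actives have a fitted effect of over 65% in size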
PKM2 act: increases activity of human pyruvate kinase M2 | P14618 | purified PKM2, Kinase-Glo ATP luminescence, activation; response scale: 0% is enzyme alone, no compound | Potency, µM (top dose mostly 57.5 µM), without a hit: at the top dose activation, hits mostly activators | 0.34% of 260,000 active; also: potency is read from the fitted curve at half-maximal effect; nearly all actives have a fitted effect of over 55% in size
Target sequence (P14618 whole entry, looked up): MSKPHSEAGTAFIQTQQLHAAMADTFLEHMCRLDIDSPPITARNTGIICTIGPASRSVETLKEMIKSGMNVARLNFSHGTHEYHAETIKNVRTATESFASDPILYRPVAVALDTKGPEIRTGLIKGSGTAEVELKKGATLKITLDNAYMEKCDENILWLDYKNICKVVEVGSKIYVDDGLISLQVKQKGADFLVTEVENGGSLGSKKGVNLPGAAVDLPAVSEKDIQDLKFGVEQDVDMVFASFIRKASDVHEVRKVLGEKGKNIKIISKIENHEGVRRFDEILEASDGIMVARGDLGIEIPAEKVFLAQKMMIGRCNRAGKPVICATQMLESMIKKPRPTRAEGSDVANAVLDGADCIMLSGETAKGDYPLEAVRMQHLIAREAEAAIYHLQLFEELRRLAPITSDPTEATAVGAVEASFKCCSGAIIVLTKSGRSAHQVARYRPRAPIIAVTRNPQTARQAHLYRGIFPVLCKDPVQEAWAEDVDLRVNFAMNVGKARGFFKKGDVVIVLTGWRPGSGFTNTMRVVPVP
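Purified hPK-M2 (>95% pure) converted ADP (0.1 mM final) to ATP with 0.5 mM PEP in 50 mM imidazole pH7.2, KCl, MgCl2, Tween 20, BSA; 1 h at room temperature. ATP detected by Kinase-Glo luminescence.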
KCNH2 WT inh: KCNH2 (human, wildtype) channel inhibition | Q12809 | U2OS, BacMam KCNH2, thallium flux FluxOr; active compounds read low | activity change, % at 1.84 µM | 0.37% of 340,000 active;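 active = maximum activity change below -70%; inconclusive = maximum activity change between -70% and -50%; inactive = maximum activity change above -50%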
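U2OS cells were transduced with wild-type KCNH2 virus (2.03 x 10^8 / mL) for 4 h at room temperature, then cultured overnight at 37 C. Thallium flux was read with FluxOr dye. Rate constants were normalized to DMSO controls.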
uPA generation: cell surface uPA generation inhibition; Potency, µM (series often up to 38.3 µM), for the others: top-dose activity change, negative = inhibition, actives largely listed as inhibitors; cell surface uPA generation assay, qHTS; 0.31% of 330,000 active; active = well fitted inhibition curve with a large enough effect; inconclusive = small, poorly fitted or top-dose-only effect; inactive = no such curve, though single readings can be large or run the other way; tested in mouse RAW 264.7 cells; also: potency is read from the fitted curve at half-maximal effect; nearly all actives have a fitted effect of over 55% in size
KCNH2 3.1 block: inhibitors of human KCNH2 3.1 potassium channel isoform. U2OS KCNH2 3.1, thallium flux FluxOr; active compounds read low. activity change, % (tested at about 1.8 µM). 0.95% of 340,000 active. AID 720553;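 active = maximum activity change below -70%; inconclusive = maximum activity change from -70% to -50%; inactive = maximum activity change above -50%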;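 also: thallium influx rate constant from kinetic fluorescence after stimulation buffer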
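FluxOr-based Tl+ influx in U2OS cells transduced with KCNH2 3.1 virus; rate constants normalized to DMSO controls.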
Active calls of the source: *; ? = inconclusive; / = no result given; & = joins results of further samples; [ ] = dose if it differs, or a comment. Unless noted, calls follow the shape of the dose curve; as a rule, active = well fitted curve in the direction sought with a large enough effect; inconclusive = small, poorly fitted or top-dose-only effect, or another doubt; inactive = no such curve, though single readings can be large; an effect the other way counts as inactive or inconclusive. Unless noted, % is scaled to controls: 0 for no effect and ±100 for the full control effect.

Screens in order: GALK inh | USP2a inh | Chronic BCR inh | Eya2 inh | FBPA coupling cs | Giardia killer | B2AR arrestin | PKM2 act | KCNH2 WT inh | uPA generation | KCNH2 3.1 block
> CC1CCC[C@H](O)CCCCCc2cc(O)cc(O)c2C(=O)O1 (some centres undefined)
 : 0%&3% | 1%&1% | ? | 6%&7% | 9&12 | -5 | -0.1%&-0.6% | 1%&0% | 7 | 24% | 0
> CCC(=O)O[C@H]1CC[C@H]2[C@@H]3CCC4=CC(=O)CC[C@]4(C)[C@H]3CC[C@]12C
 : / | / | / | / | -2 | -9 | / | / | -10 | -10% | -13
> C(=NC12CN3CN(CN(C3)C1)C2)c1cccs1
 : 0% | -1% | -8% | 13% | / | -9 | 7.0% | 3% | -15 | 0% | 4
> CC12CN3CC(C)(CN(C1)C3c1ccco1)C2=O (centres undefined)
 : 3% | -2% | 0% | 10% | 3 | -18 | 0.0% | -1% | 5 | -3% | 3
> O=c1[nH]c(=S)n(C2CC2)c(O)c1C=Nc1cccc(C(F)(F)F)c1
 : -1% | 1% | -16% | -13% | 9 | 0 | 0.3% | -18% | 0 | -4% | -1
> CC(N)Cc1c[nH]c2ccc(O)cc12 (centres undefined)
 : / | / | / | -1% | / | 6 | / | / | 2 | 2% | -2
> Cn1c(O)c(C=Nc2ccc(Br)cc2)c(=O)n(C)c1=O
 : -5% | 3% | 0% | 10% | 0 | 7 | 9.5% | -2%[11.5 µM] | -12 | -2% | -1
> COc1cccc(-n2c(=S)[nH]c3ccccc3c2=O)c1
 : 14% | 0% | ? | -4% | -1 | 10 | 0.1% | 5% | 9 | -2% | /
> Cn1ncc(Cl)c1C(=O)N1CCC2(CC1)OCCO2
 : -2% | -3% | 0% | 1% | -1 | 4 | -0.5% | 1% | 0 | 0% | -12
> Nc1ccc2cc(Br)ccc2c1
 : 1% | 2% | ? | -7% | -6 | -12 | 0.6% | 1% | 3 | -7% | 4
> CCC(C)N=Cc1c(O)n(-c2ccccc2)c(=O)[nH]c1=O (centres undefined)
 : -1% | 5% | ? | 10% | -2 | -2 | -0.9% | 3% | 6 | / | 1
> Cc1ccc(S(=O)(=O)Oc2ccccc2C=C2C(=O)N(C)C(=O)N(C)C2=O)cc1
 : 7% | 0% | 1% | -1% | -2 | -3 | -1.1% | 1% | -6 | -1% | -5
> COc1cc(O)cc2c1C(=O)OC(C)CCCC(=O)CCC/C=C\2 (centres undefined)
 : 0% | 4% | ? | 7% | -7 | 7 | -0.3% | -2% | -9 | -13% | -11
> COc1ccccc1N1CCN(Cc2ccc(F)cc2)CC1
 : 5% | 1% | -5% | 7% | 1 | 9 | 0.2% | 3% | 15 | -2% | /
> Cc1cccc(N2C(=O)CC(=O)NC2=O)c1
 : -5% | 0% | -3% | -4% | 4 | 6 | -0.7% | -1% | 2 | 0% | -8
> CSc1ccc(CNC2CN3CCC2CC3)cc1 (centres undefined)
 : 0% | 1% | ? | -2% | 1 | 10 | 0.0% | 0% | 43 | -3% | -6
> CC(O)(CS(=O)(=O)c1ccccc1)C(=O)Nc1cccc(C(F)(F)F)c1 (centres undefined)
 : -1% | 1% | 0% | -19% | -1 | -15 | 0.2% | -1% | -11 | 15% | 15
> Cc1nc2ccc(Br)cc2c(=O)n1-c1ccc([N+](=O)[O-])c(C(F)(F)F)c1
 : 4% | 2% | -8% | 3% | 2 | -20 | -0.4% | -6% | -9 | -1% | -35
> Cc1cccc(OP(N)(N)=O)c1C
 : -1% | 3% | 9% | 6% | 0 | -18 | -0.3% | 1% | -2 | 5% | -6
> O=C(Nc1ccccc1)c1c(O)c2c(n(Cc3ccco3)c1=O)CCCC2
 : 0% | 11% | 2% | 4% | 0 | 6 | -1.1% | -1% | 1 | -3% | -5

The final 3 records of the part before open the next one.
Screens in order: GALK inh | USP2a inh | Chronic BCR inh | Eya2 inh | FBPA coupling cs | Giardia killer | B2AR arrestin | PKM2 act | KCNH2 WT inh | uPA generation | KCNH2 3.1 block
> Cc1nc2ccc(Br)cc2c(=O)n1-c1ccc([N+](=O)[O-])c(C(F)(F)F)c1
 : 4% | 2% | -8% | 3% | 2 | -20 | -0.4% | -6% | -9 | -1% | -35
> Cc1cccc(OP(N)(N)=O)c1C
 : -1% | 3% | 9% | 6% | 0 | -18 | -0.3% | 1% | -2 | 5% | -6
> O=C(Nc1ccccc1)c1c(O)c2c(n(Cc3ccco3)c1=O)CCCC2
 : 0% | 11% | 2% | 4% | 0 | 6 | -1.1% | -1% | 1 | -3% | -5
> N#CCC(=O)NN1Cc2ccccc2C1=N
 : 0% | 1% | -3% | -6% | 0 | 5 | -0.5% | -1% | 9 | 0% | -11
> COC(=O)N(C)c1ccc(C(O)(C(=O)OC)C(F)(F)F)cc1 (centres undefined)
 : 3% | 2% | -8% | 3% | 0 | 6 | -0.7% | -4% | / | -16% | 8
> FC(F)(F)c1ccccc1CCN1CCNCC1
 : -2% | 6% | 2% | 7% | 1 | 12 | -0.6% | / | 13 | 4% | -6
> O=C(O)Cn1cc(/C=C2\C(=O)NC(=O)N(c3ccc(F)cc3)C2=O)c2ccccc21
 : -5% | 13% | 0% | 18% | 0 | / | 3.7% | 5%[11.5 µM] | / | / | /
> COC(=O)C1=C(c2ccc(OCc3ccccc3)cc2)C[C@@H]2CC[C@H]1N2C(=O)NC1CCN(Cc2ccccc2)CC1
 : / | 4% | -12% | -4% | / | 7 | 0.1% | / | 19 | ? | -50
> COc1ccc(C(=O)Nc2cccc(S(=O)(=O)NCc3ccco3)c2)cc1
 : / | -5% | -4% | 4% | / | -4 | 0.2% | / | 0 | -5% | -10
> O=C(C1=C[C@@H](c2ccc(C(F)(F)F)cc2)C[C@@H](OCc2ccc(CO)cc2)O1)N1CCN(Cc2ccc3c(c2)OCO3)CC1
 : 0% | -1% | -4% | 2% | -7 | -12 | -0.6% | 1% | -25 | ? | -8
> COc1ccc(OCC(=O)N2CCCC(N3CCN(c4ccccc4C)CC3)C2)cc1 (centres undefined)
 : -1% | 0% | -12% | -8% | / | -1 | 0.4% | / | 16 | -9% | -74*
> CCC(C)N1C(=O)/C(=C\c2cnc(N(C)C)nc2)C(=O)NC1=S (centres undefined)
 : -2% | 3% | 14% | 1% | -1 | 27 | 0.0% | 0% | 3 | 5% | 6
> O=c1[nH]c(=S)[nH]c(O)c1N=Nc1ccc2c(c1)OCCO2
 : 0% | -2% | ? | 8% | 0 | -20 | 0.2% | 12% | 9 | -16% | 0
> Cn1cc([N+](=O)[O-])c(C(=O)Nc2ccc3c(C(F)(F)F)cc(=O)oc3c2)n1
 : -2% | 2% | -17% | 2% | / | 23 | 0.3% | -3% | -18 | -7% | 4
> CN(C(=O)c1ccco1)C1(c2ccccc2Cl)CCCCC1=O (centres undefined)
 : 0% | 0% | 3% | -16% | -2 | 0 | -0.1% | -2% | 2 | -6% | -1
> O=c1c2ccccc2nc(-c2cccs2)n1-c1ccccc1
 : -4% | -2% | ? | -14% | 1 | ? | -0.6% | 0% | 2 | -5% | 11
> CCCCCCCC(=O)NC(Oc1ccccc1[N+](=O)[O-])C(Cl)(Cl)Cl (centres undefined)
 : 2% | 0% | 14% | 6% | 3 | 5 | 0.0% | -4% | -1 | 6% | 3
> O=C(Nc1ccccc1)NC1CC2CCC(C1)N2 (centres undefined)
 : -3% | -1% | 1% | 7% | 1 | 1 | 0.1% | -3% | -6 | 2% | -7
> COc1ccc(CCNCc2cccn2C)cc1OC
 : 4% | 0% | -1% | -8% | 6 | -20 | -0.4% | 4% | 12 | 13% | -7
> COC(=O)c1c(C)[nH]c(C(=O)C(C)[N+]23CCN(CC2)CC3)c1C (centres undefined)
 : -2% | 0% | -3% | 11% | 2 | -8 | 0.1% | -3% | 1 | 3% | 11
> Cc1ccc(CN2C3CCCC2CC(NC(=O)Nc2cccc(F)c2)C3)cc1 (centres undefined)
 : 2% | -1% | -2% | 7% | 1 | 5 | -0.9% | 0% | -2 | ? | ?

Complete entries from above. Screens in order: GALK inh	USP2a inh	Chronic BCR inh	Eya2 inh	FBPA coupling cs	Giardia killer	B2AR arrestin	PKM2 act	KCNH2 WT inh	uPA generation	KCNH2 3.1 block
FC(F)(F)c1ccccc1CCN1CCNCC1 across the screens: -2%	6%	2%	7%	1	12	-0.6%	/	13	4%	-6
CN(C(=O)c1ccco1)C1(c2ccccc2Cl)CCCCC1=O (centres undefined) across the screens: 0%	0%	3%	-16%	-2	0	-0.1%	-2%	2	-6%	-1
CCCCCCCC(=O)NC(Oc1ccccc1[N+](=O)[O-])C(Cl)(Cl)Cl (centres undefined) across the screens: 2%	0%	14%	6%	3	5	0.0%	-4%	-1	6%	3
COc1ccc(CCNCc2cccn2C)cc1OC across the screens: 4%	0%	-1%	-8%	6	-20	-0.4%	4%	12	13%	-7
O=c1[nH]c(=S)[nH]c(O)c1N=Nc1ccc2c(c1)OCCO2 across the screens: 0%	-2%	?	8%	0	-20	0.2%	12%	9	-16%	0

The list is partial; count on the stated rates, not on these rows.
